# hcGAS inh: inhibitors of human cGAS. Q8N884. recombinant h-cGAS, ATP depletion, Kinase-Glo luminescence. inhibition, % at 12.5 µM. 290,000 tested, 0.081% active;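 note: 0% = vehicle reaction and 100% = reaction without DNA for no activity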
# Target sequence (Q8N884 whole entry, looked up): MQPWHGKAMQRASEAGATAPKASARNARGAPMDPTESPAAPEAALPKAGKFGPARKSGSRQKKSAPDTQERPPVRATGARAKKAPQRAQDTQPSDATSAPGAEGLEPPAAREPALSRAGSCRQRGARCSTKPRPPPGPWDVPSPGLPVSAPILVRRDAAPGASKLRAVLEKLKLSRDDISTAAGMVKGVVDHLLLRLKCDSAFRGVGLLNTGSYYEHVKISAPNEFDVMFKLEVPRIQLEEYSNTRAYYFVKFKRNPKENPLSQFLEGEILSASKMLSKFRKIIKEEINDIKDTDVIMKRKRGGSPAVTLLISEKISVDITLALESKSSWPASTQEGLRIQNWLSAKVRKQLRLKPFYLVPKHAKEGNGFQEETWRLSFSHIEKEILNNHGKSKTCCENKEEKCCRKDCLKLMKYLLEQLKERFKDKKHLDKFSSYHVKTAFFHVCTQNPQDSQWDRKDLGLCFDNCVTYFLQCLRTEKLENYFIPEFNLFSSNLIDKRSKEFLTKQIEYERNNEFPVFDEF
# NPYLR7 agonist: activates Aedes aegypti NPYLR7 receptor | HEK293T NPYLR7/Galpha15, GCaMP6s calcium fluorescence | activation, % at 10 µM | 270,000 tested, 0.15% active; in the data active = activation above about 40%;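 note: 0% = vehicle and 100% = reference agonist at the receptor; some compounds past the cut are filed as inactive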
# mcGAS lum: blocks mouse cGAS activity; Q8C6L5; recombinant cGAS, Kinase-Glo ATP depletion luminescence; inhibition, % at 12.5 µM; 160,000 tested, 0.15% active; AID 1259399;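 note: 0% = negative control wells and 100% = reference inhibitor with no enzyme activity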
# The depositor's hits bear a star; . = no result given; & = joins results of further samples. Cut-off read from the data, not from the text of the source, unless noted: active = inhibition above about 40%; inactive = the rest.
# Values in the order: hcGAS inh	NPYLR7 agonist	mcGAS lum
- COc1cccc(-n2c(-c3ccc(Cl)cc3)cc(C(=O)NCc3ccc(F)cc3)c2C)c1
→ -5	-8	-3
- CSc1ccc(NC(=O)N2CCc3nc(C)nc(N(C)C)c3C2)cc1
→ -3	13	-6
- O=C(Nc1cccnc1)c1cn(CC2CCCO2)cc2c(=O)n(-c3ccccc3)nc1-2 (centres undefined)
→ -6	7	-9
- O=c1[nH]nc(-c2ccccc2)c2sc(N3CCCC3)nc12
→ -12	-2	.
- O=C(CN1C(=O)CSc2ccccc21)NCc1ccccc1OC(F)F
→ -5	24	-14
- Cc1ccc(CN(CC(O)COCc2ccco2)CC2CCCO2)s1 (centres undefined)
→ -8	28	-5
- CNC(=S)NNc1nc(N2CCOCC2)nc(N2CCOCC2)n1
→ -3	-1	-1
- NC(=O)c1cnc(N2CCC(C3CCCCCN3C(N)=O)CC2)c(Cl)c1 (centres undefined)
→ -5	3	-16
- NC(=O)c1cc2ccc(O)cc2oc1=Nc1ccccc1
→ 4	-4	-5
- CC(NC(=O)c1cnn2c1CCCC2)C1=CCCCC1 (centres undefined)
→ -4	1	-12
- CC(C)c1nc(N2CCc3nnc(CCc4ccccc4)n3CC2)no1
→ -5	-10	-10
- c1ccc(CN2CCCn3cccc3C2c2ccoc2)nc1 (centres undefined)
→ -5	11	-4
- CCOCCn1c(N2CCCCC2)nc2c1c(=O)[nH]c(=O)n2C
→ -9	3	.
- CCCNC(=O)N1CCN(c2cc(Cl)nc(SCC(=O)NCc3ccncc3)n2)CC1C (centres undefined)
→ -5	.	-4
- O=C(c1cccc2c1OCCO2)N1CCN(C(c2ccccc2)c2ccc(Cl)cc2)CC1 (centres undefined)
→ -12	34	-6
- CCn1c(C)c(C(=O)CN(CC2CCCO2)S(=O)(=O)c2cccc(C(F)(F)F)c2)c(C)c1C(=O)OC (centres undefined)
→ -4	-11	-4
- CC(NC(=O)c1ccc(NC(=O)c2ccco2)cc1)C1CC2CCC1C2 (centres undefined)
→ -6	-4	-8
- CCN(CC)C(=O)Cn1cc(C(=O)N2CCC(OCc3ccccc3)CC2)nn1
→ -12	1	.
- COc1ccc(-c2c(C)nn3c(-n4ccnc4)cc(C)nc23)cc1OC
→ 5	1	-2
- NC(=O)c1cncc(N2CCCC(C(=O)c3ccc4ccccc4c3)C2)n1 (centres undefined)
→ -6	13	.
- CN(C)c1ccc(NC(=O)c2cccc(F)c2)cc1CN(Cc1cccc(F)c1)C(=O)c1ccc(F)cc1
→ -2	18	-5
- O=S(=O)(c1ccc2c(c1)OCCCO2)N1CCC(c2nc3ccccc3s2)CC1
→ 2	4	-1
- CCOC(=O)C1CCCN(C(=O)CC(c2ccc(OC)cc2OC)c2c[nH]c3ccccc23)C1 (centres undefined)
→ -3	1	-5
- CCCC(=O)N(CC(=O)N(CCCOC)Cc1cccn1Cc1cccc(C(F)(F)F)c1)Cc1ccccc1
→ -3	-2	1
- O=C1C2=C(S[C@@H]3O[C@H](CO)[C@@H](O)[C@H](O)[C@H]3O2)C(=O)c2ccccc21
→ -3	4	-5
- CNc1ncnc2ncn(CCC(=O)Nc3cccc(Cl)c3)c12
→ -4	0	.
- Cc1cccnc1CNc1cccc(F)n1
→ 3	-3	.
- COc1ccc(-c2ccc(=O)n(CCNC(=O)Nc3cccc(C(F)(F)F)c3)n2)cc1
→ -10	2	-9
- COc1cc2sc(C(=O)NCC(F)(F)C(F)(F)F)c(Cl)c2cc1OC
→ -7	-3	-7
- O=C(O)CCC(=O)NNC(=O)CNS(=O)(=O)c1ccccc1
→ -2	7	-5

# Laid out differently: 2 of the compounds above.
Molecule	hcGAS inh	NPYLR7 agonist	mcGAS lum
CNc1ncnc2ncn(CCC(=O)Nc3cccc(Cl)c3)c12	-4	0	.
Cc1cccnc1CNc1cccc(F)n1	3	-3	.

# New compounds follow.
# Values in the order: hcGAS inh	NPYLR7 agonist	mcGAS lum
- CCN(CC)C1CCN(C(=O)CCC(=O)NC2CCCCCCC2)C1 (centres undefined)
→ -8	1	.
- CCCCCCc1ccc(C(=O)N2CCc3nc(-c4cccc(F)c4)[nH]c(=O)c3C2)cc1
→ 0	-15	0
- CC(C)C(=O)Nc1ccc(SCCN(C(C)C)C(C)C)nn1
→ -4	2	.
- O=C1NC[C@@H](CCC(=O)N2CCc3ccccc32)N2C[C@@H](NCc3ccc(CO)o3)C[C@@H]12
→ -5	-8	-9
- COc1ccc(S(=O)(=O)N2CCCCC2)cc1NC(=O)CC(C)(C)C
→ -5	3	.
- C#CCCN1CCN(C(=O)C(NC(=O)c2ccccc2C)C(C)C)CC1 (centres undefined)
→ -12	14	.
- CC1Oc2c(cccc2C(=O)N(C)Cc2cccc(F)c2)NC1=O (centres undefined)
→ -9	11	-7
- COCCN(CC(=O)N(CCc1c[nH]c2ccccc12)Cc1ccc(C(F)(F)F)cc1)C(=O)Nc1ccc(OC)cc1OC
→ -5	.	-3
- COc1ccccc1N1CCN(c2ccc(NC(=O)Nc3ccc(Cl)cc3)cc2C(=O)NC2CC2)CC1
→ -7	-4	-6
- CCOc1cccc(CN(CCO)C(=O)c2ccco2)c1
→ -2	0	-10
- CC(C)OCCCNC(=O)C(C#N)C(=O)CC(C)c1ccccc1F (centres undefined)
→ 5	-11	.
- Cc1cnccc1CN(C)C(=O)CCN1CCCCO1
→ 1	-1	.
- CCCCCc1ccc(C(=O)Nc2ccc(N3CCN(c4ccccc4OC)CC3)c(C(=O)NC(C)c3ccccc3)c2)cc1 (centres undefined)
→ -6	-3	-6
- CCc1nn(-c2ccccc2)c(Oc2ccccc2F)c1CN(CC(O)COc1ccccc1)CC1CCCO1 (centres undefined)
→ -5	19	-5
- C=CCc1ccccc1OCCOc1ccccc1/C=N\n1cnnc1
→ 3	-8	-3
- COc1ccc(C(=O)C2CCCN(S(=O)(=O)c3ccc(Cl)s3)C2)c(C)c1 (centres undefined)
→ -6	13	.
- CC(=O)N(CN1C(=O)c2cccc([N+](=O)[O-])c2C1=O)c1ccc2c(c1)oc1ccccc12
→ -1	5	.
- Cc1nn(C2CCS(=O)(=O)C2)c2nc(-c3cccs3)cc(C(=O)NC3CC3)c12 (centres undefined)
→ -5	0	-6
- Cc1ccccc1CN(CC(O)COc1ccccc1C)C1CC1 (centres undefined)
→ -6	0	-8
- Cc1ccsc1C(=O)Nc1ncccc1OCc1ccncc1
→ -6	19	-15
- CN(C)N=Cc1cc(Br)c(O)c(Br)c1
→ -1	4	13
- CCC(c1ccc(F)cc1F)S(=O)(=O)CCO (centres undefined)
→ -11	7	.
- CCOc1ccccc1N1CCN(C(=O)Cc2csc(NC(=O)CN(CCOC)C(=O)c3ccccc3Cl)n2)CC1
→ 2	-8	-4
- COC(=O)c1ccc(NC(=O)Cn2ncccc2=O)cc1
→ -1	0	.
- O=C(OC(c1cncc(F)c1)C1CCCCC1)C1COCCO1 (centres undefined)
→ -8&-8	-8&9	.
- O=C(c1cccs1)N(CCN1CCOCC1)c1nc2c(F)cc(F)cc2s1
→ -4	9	.
- COCCNC(=O)[C@@]1(OCc2ccc(F)cc2)CC(OCc2ccccc2C#N)[C@H](O)[C@H](O)C1 (some centres undefined)
→ -5	4	-3
- Cc1cc(C)n(C)c(=O)c1C(=O)N1CCO[C@@H]2CCCC[C@H]21
→ -8	-6	.
- COCC(=O)N1CCCN(CCC(C)SC)CC1 (centres undefined)
→ -13	.	-5
- O=C(c1cccc2[nH]ccc12)N1CCN(c2cc(-c3ccccc3)[nH]n2)CC1
→ -1	-6	.
- CCc1nnc(CN2CCCN(CC3CC3)C(C(C)C)C2)o1 (centres undefined)
→ -5	11	.
- CN(C)c1ccc(/C=N\N=C(N)c2nonc2N)cc1
→ -22	-1	-11
- CCOCc1c(C)cc(C)c(C=C(C#N)C#N)c1C
→ -7	-8	.
- N#CC1=C2SCCN2C(=N)C(C#N)C1c1ccccc1 (centres undefined)
→ 18	5	0
- Cc1sc2nc(CC(=O)NCC(O)c3ccccc3F)[nH]c(=O)c2c1C (centres undefined)
→ -7	-2	.
- O=C(CCCS(=O)(=O)c1ccc(F)cc1)Nc1ncnc2sccc12
→ 4	7	.
- CCOC(=O)CCCc1sc(N)nc1-c1[nH]c(=O)[nH]c1C
→ 4	5	.
- COc1cc(NC(=O)c2ccco2)c(OC)cc1Cl
→ -11	24	.
- C=C(C)CN(CC)c1nc(N)c(C#N)c(C(C#N)Cc2ccccc2F)c1C#N (centres undefined)
→ -4	11	.
- FC(F)(F)c1cccc(SCc2csc(Cc3ccc4c(c3)OCO4)n2)c1
→ -6	-1	-6
- COc1ccc(CCNC(=O)c2cc(-c3ccccc3F)n3nc(C(C)(C)C)cc3n2)cc1OC
→ -9&0	-7&12	-9&-6
- CCc1[nH]n(C)c(=O)c1C1=C(N(C)Cc2ccccc2)C(=O)N(c2ccc3c(c2)OCO3)C1=O
→ -4	5	-9
- CCC(=O)Nc1cccc(C(=O)NCCn2nc(C)c(CC)c2C)c1
→ -7	-4	-13
- COc1cccc(Cn2ccnc2CN(CCN2CCOCC2)C(=O)c2cccc(F)c2)c1
→ -5	7	-6
- CCCCCN(C(=O)Nc1ccc(C(F)(F)F)cc1)C(C)c1nc2ccccc2c(=O)n1-c1ccc(Cl)cc1C (centres undefined)
→ -4	.	-6

# Just hcGAS inh and NPYLR7 agonist, for 6 of the compounds above:
Structure	hcGAS inh	NPYLR7 agonist
O=C(CCCS(=O)(=O)c1ccc(F)cc1)Nc1ncnc2sccc12	4	7
CCOC(=O)CCCc1sc(N)nc1-c1[nH]c(=O)[nH]c1C	4	5
COc1cc(NC(=O)c2ccco2)c(OC)cc1Cl	-11	24
C=C(C)CN(CC)c1nc(N)c(C#N)c(C(C#N)Cc2ccccc2F)c1C#N (centres undefined)	-4	11
FC(F)(F)c1cccc(SCc2csc(Cc3ccc4c(c3)OCO4)n2)c1	-6	-1
COc1ccc(CCNC(=O)c2cc(-c3ccccc3F)n3nc(C(C)(C)C)cc3n2)cc1OC	-9&0	-7&12

# Later entries.
# Values in the order: hcGAS inh	NPYLR7 agonist	mcGAS lum
- O=S1(=O)CCN2N=C(SCc3c(Cl)cccc3Cl)SC2=N1
→ -12	12	.
- CCCCCCCCCc1noc(-c2ccc(C)cc2)n1
→ 3	-5	-1
- CCCNc1ncc(CN2CCCC3(C2)C(=O)N(C)c2ccccc23)cn1 (centres undefined)
→ -5	-2	.
- Cc1cc(OCC(=O)O)cc(C)c1[N+](=O)[O-]
→ -3	-4	.
- NC(=O)CSc1nc(=O)n(CCCO)c2c1CCCC2
→ -8	-4	-8
- O=c1ccc(-n2ccnc2)nn1CN1CCN(S(=O)(=O)c2ccc(Cl)cc2)CC1
→ -7	0	.
- O=C(N1CCC2(CCCO2)CC1)C1(S(=O)(=O)c2ccccc2)CC1
→ -6	5	-12
- COC(=O)c1ccc(/C=C2\N=C(c3ccc(C(C)(C)C)cc3)OC2=O)cc1
→ -6	12	-7
- Cc1ccc(CN2CCOC(CCNS(C)(=O)=O)C2)cc1C (centres undefined)
→ -2	6	-17
- O=C(C1CCN(C2=NS(=O)(=O)c3ccccc32)CC1)N1CCCC1
→ -2	-1	-6
- CN(C(=O)OC(C)(C)C)C1CCN(Cn2ncn(C)c2=S)CC1
→ -10	11	.
- C=CCNC(=O)Nc1cc(C(=O)N2CCSCC2)ccc1C
→ 5	-1	.
- CC(=O)N1CCC(Oc2ccc(Cl)cc2C(=O)NCCc2ccc(F)cc2)CC1
→ -2	4	.
- O=C(Cc1cccs1)OCc1cc(=O)n2ccsc2n1
→ -6	1	.
- Cn1ccc2c(NC(=O)NC3CCN(C4CC4)CC3)cccc21
→ -5	-1	.
- CCCn1c(=O)[nH]c2sc3c(c2c1=O)CCN(C(=O)c1ccc(F)c(C)c1)C3
→ 0	6	2
- O=C(c1csc(CSc2nnc(-c3ccncc3)n2-c2cccc(C(F)(F)F)c2)n1)N1CCN(Cc2ccc3c(c2)OCO3)CC1
→ -4	-2	-4
- COc1ccc(CN2CCc3cc(OC)c(OC)cc3C2CNC(=O)c2ccco2)cc1 (centres undefined)
→ -1	27	-8
- CC(C)CC(N)C(=O)N(C)Cc1ccccn1 (centres undefined)
→ 0	-21	.
- CCc1c(CN2CC(C)CC(C)C2)csc1C (centres undefined)
→ -8	-1	.
- Cc1ccccc1C(c1ncccc1C)N(C)C(=O)C1CCN(CCOc2ccc3ccccc3c2)CC1 (centres undefined)
→ 3	16	.
- Cc1ccc(-c2cc(-c3nnco3)c3ccccc3n2)cc1
→ -2	-5	.
- Cc1cc(C)n(CCNS(=O)(=O)c2ccc(C)c(C)c2)n1
→ -6	3	.
- N#Cc1cc(C(=O)Nc2ccccc2)c(N)nc1SCC(=O)O
→ -5	-6	-12
- O=C(Nc1ccc(C(F)(F)F)cc1)NC1(c2nn[nH]n2)CCC1
→ -7	-1	-13
- Cc1ccc(NC(=O)N2CCSC2c2ccc3c(c2)OCCO3)c(C)c1 (centres undefined)
→ -8	-4	-5
- CCOC(=O)C(c1ccc(OC)c(OC)c1)C1C=CC(NC(=O)N2CCOCC2)C1 (centres undefined)
→ -8	21	-6
- O=C(NCc1ccc(-n2ccnc2)nc1)N1CCc2ccccc2C1
→ -1	9	.
- CCc1ccc(-c2cc(C(=O)O)[nH]n2)cc1
→ -2	-5	-4
- Cc1ccc(C2CC(C(F)(F)F)n3ncc(C(=O)N4CCCCC4)c3N2)cc1 (centres undefined)
→ -11	15	-7
- COc1cccc(-c2nnn(CCOc3ccccc3F)n2)c1
→ 0	10	.
- CC(C)C(NC(=O)c1ccccc1Cl)C(=O)NCC1CCCOC1C(C)C (centres undefined)
→ 5	-4	.
- COCCOC(=O)C1=C(C)N(Cc2ccccc2)C(=O)NC1c1ccccc1 (centres undefined)
→ -7	-1	-4

# Entries shown so far containing a nitro group on carbon:
# Values in the order: hcGAS inh	NPYLR7 agonist	mcGAS lum
- CC(=O)N(CN1C(=O)c2cccc([N+](=O)[O-])c2C1=O)c1ccc2c(c1)oc1ccccc12
→ -1	5	.
- Cc1cc(OCC(=O)O)cc(C)c1[N+](=O)[O-]
→ -3	-4	.

# Screening data from PubChem.
